# Compound activity (PubChem)
# CHO parental Ca: signal in parental CHO cells, OX1R antagonist counter-screen. AID 463079. 330,000 tested, 0.63% active. parental CHO-K1, ATP-induced calcium, Fluo-8 fluorescence. inhibition, % at 5.6 µM;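 active = inhibition above that plate's mean sample inhibition plus 3 SD, cut at about 26% in these data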;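 note: 0% = ATP-challenged DMSO wells and 100% = DMSO wells without ATP; some compounds past the cut are filed as inactive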
#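 Assay system: parental CHO cells; Read-out basis: percent inhibition of ATP-evoked calcium rise, normalized to controls; Benchmarks: ATP and no-ATP DMSO wells; Compound dosing: single nominal dose of 5.6 µM per compound; Signal: Fluo-8 calcium dye fluorescence; Also added: ATP as calcium-mobilizing challenge; Repeats: singlicate.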
# OXTR agonist: human OXTR agonism. P30559. CHO-OTR cells, Fluo-8 calcium fluorescence; normalized: DMSO 0%, oxytocin 100%. activation, % at 3 µM. 320,000 tested, 0.32% active;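 active = activation above the mean of all tested compounds plus 3 SD, cutoff set per screening run, cut at about 20% in these data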;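 note: peak over basal fluorescence ratio from a 100 s FLIPR kinetic read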
# Target sequence (P30559 whole entry, looked up): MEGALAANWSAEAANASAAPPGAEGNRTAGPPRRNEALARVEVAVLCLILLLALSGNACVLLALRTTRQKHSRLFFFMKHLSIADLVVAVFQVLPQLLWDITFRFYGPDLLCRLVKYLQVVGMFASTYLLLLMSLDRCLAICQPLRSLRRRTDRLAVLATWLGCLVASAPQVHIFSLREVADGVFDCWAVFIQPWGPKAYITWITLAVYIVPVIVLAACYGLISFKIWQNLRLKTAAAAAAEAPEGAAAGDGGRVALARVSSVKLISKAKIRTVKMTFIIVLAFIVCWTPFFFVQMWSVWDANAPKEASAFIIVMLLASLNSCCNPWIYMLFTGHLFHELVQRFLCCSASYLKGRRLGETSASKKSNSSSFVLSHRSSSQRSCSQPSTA
# CHO-K1 Ca antag: nonselective inhibitor or artifact in parental CHO-K1 cells; inhibition, % at 3 µM; 360,000 tested, 0.6% active; ATP-induced calcium, Fluo-8 fluorescence;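 active = inhibition above a per-plate cutoff, the plate's mean sample inhibition plus 3 SD, cut at about 24% in these data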;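 note: 0% = DMSO plus EC80 ATP and 100% = DMSO alone without ATP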
# OXTR potentiate: potentiates the human oxytocin receptor response. CHO-OTR cells, Fluo-8 calcium fluorescence, potentiator mode; 0% = oxytocin EC15, 100% = EC100. activation, % at 3 µM. 320,000 tested, 0.061% active. AID 2445;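 active = activation above that plate's cutoff, the mean activation of tested compounds plus 3 SD, cut at about 6.6% in these data, passing the limit was not always enough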;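 note: 100% uses oxytocin at 75 nM as the full agonist control; some results filed as inactive read as strong as hits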
#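 Replication – single well per compound, singlicate · Assay system – CHO cell line stably expressing human OTR · Timing – 6 min pre-incubation, 100 s read · Measure – normalized max/min fluorescence ratio, % activation · Doses – 3.0 µM, one dose · Detection – Fluo-8 calcium dye fluorescence · Probe or stimulus – oxytocin near EC15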
# GPR7 antagonist: human neuropeptides B/W receptor 1 antagonism. P48145. inhibition, % at 4.4 µM. GPR7-expressing cells, fluorescence antagonist assay. AID 1861. 290,000 tested, 1.1% active; in the data active = inhibition above about 16%, passing the limit was not always enough;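 note: cells stimulated with the agonist NPW; 0% = agonist with vehicle and 100% = vehicle without agonist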
# Target sequence (P48145 whole entry, looked up): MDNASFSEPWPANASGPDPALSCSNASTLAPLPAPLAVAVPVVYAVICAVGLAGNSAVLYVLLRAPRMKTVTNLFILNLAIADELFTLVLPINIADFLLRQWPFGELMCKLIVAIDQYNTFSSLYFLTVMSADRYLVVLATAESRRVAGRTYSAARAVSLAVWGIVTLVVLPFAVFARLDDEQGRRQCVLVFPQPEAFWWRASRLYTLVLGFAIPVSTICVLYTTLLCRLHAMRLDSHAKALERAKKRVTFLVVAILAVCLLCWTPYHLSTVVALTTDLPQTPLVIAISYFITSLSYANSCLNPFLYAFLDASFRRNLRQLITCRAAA
# M1 PAM parental: nonselective activator or artifact in parental CHO-K1 calcium assay | ATP EC20, Fluo-8 calcium fluorescence; 0% at ATP EC20, 100% at ATP max | activation, % at 3 µM | 360,000 tested, 0.02% active;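 active = activation above the run cutoff, the mean activation of all test compounds plus 3 SD, cut at about 40% in these data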;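 note: peak over basal fluorescence ratio in a 140 s read after ATP addition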
# CHO-K1 Ca ag: nonselective activator or artifact in parental CHO-K1 cells; Fluo-8 calcium fluorescence; scaled to maximal ATP response, vehicle zero; AID 602248; activation, % at 3 µM; 360,000 tested, 0.48% active; in the data active = activation above about 15%;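 note: untransfected CHO-K1 host cells lacking M1 receptor as counterscreen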
# TAAR1 antagonist: human TAAR1 antagonism; inhibition, % at 3 µM; Q96RJ0; CHO RD-HGA16 TAAR1, Fluo-8 calcium fluorescence, antagonist; 360,000 tested, 1.5% active;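 active = inhibition above a per-plate cutoff, the mean inhibition of test compounds on that plate plus 3 SD, cut at about 49% in these data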;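 note: 0% = DMSO plus EC80 beta-PEA response and 100% = DMSO alone without agonist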
# Target sequence (Q96RJ0 whole entry, looked up): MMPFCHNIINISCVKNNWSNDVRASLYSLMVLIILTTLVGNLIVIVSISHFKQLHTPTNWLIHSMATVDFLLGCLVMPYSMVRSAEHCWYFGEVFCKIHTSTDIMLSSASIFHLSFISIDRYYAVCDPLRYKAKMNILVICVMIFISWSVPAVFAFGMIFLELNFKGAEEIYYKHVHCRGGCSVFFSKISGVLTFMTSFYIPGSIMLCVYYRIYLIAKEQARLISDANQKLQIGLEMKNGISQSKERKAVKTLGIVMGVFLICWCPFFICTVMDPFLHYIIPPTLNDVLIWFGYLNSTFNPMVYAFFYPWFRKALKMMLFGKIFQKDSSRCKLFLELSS
#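 Assay system: CHO-derived RD-HGA16 cells stably expressing human TAAR1 plus Gα16. Timing: 140 s kinetic read after compound, 140 s after agonist. Technique: kinetic Fluo-8 calcium fluorescence measurement. Measure: % inhibition of agonist calcium response.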
# V1aR counter: activates human V1a receptor in oxytocin agonist counter-screen. P37288. CHO-V1R cells, Fluo-8 calcium fluorescence, agonist mode; 0% DMSO, 100% 3 nM vasopressin. activation, % at 3 µM. 320,000 tested, 0.25% active. AID 2797;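 active = activation above the mean activation of all tested compounds plus 3 SD, per screening run, cut at about 20% in these data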;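 note: signal is peak over basal fluorescence ratio across a 100 second FLIPR read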
# The depositor's hits bear a star; / = no result given.
SMILES	CHO parental Ca	OXTR agonist	CHO-K1 Ca antag	OXTR potentiate	GPR7 antagonist	M1 PAM parental	CHO-K1 Ca ag	TAAR1 antagonist	V1aR counter
Cc1ccc(S(=O)(=O)c2nc(NCc3ccc4c(c3)OCO4)sc2Cl)cc1	-14	-0.5	6	-8	-12	1	1.8	4	1.6
O=C(Nc1nccs1)c1cccc(NC(=O)C2CC2)c1	-7	1.3	5	-1	-17	5	1.6	-7	0.8
COc1ccc(NC(=O)N(CCC(C)C)C(C)c2ccccn2)c(OC)c1 (stereo unspecified)	-19	-2.0	-7	7	6	21	-0.2	-29	-1.8
COc1ccc(C(=O)Nc2cccc3c2CCCC3)c(OC)c1	-38	-3.6	-17	-9	/	21	0.3	-20	-0.5
CC(C)(C)C(=O)NC(NC(=O)C(C)(C)C)c1ccc([N+](=O)[O-])cc1	-4	0.0	-11	-7	-5	22	-0.2	-8	0.3
COc1ccc(CNC(=O)C/C(C)=N/NC(=O)c2ccc(OC)cc2OC)cc1	-22	-0.5	16	-6	9	-5	-0.1	-3	0.0
C[C@@H]1CCCCO[C@H](CN(C)C(=O)C2CCCCC2)[C@@H](C)CN([C@H](C)CO)C(=O)c2cc(N(C)C)ccc2O1	/	/	-2	/	/	0	-0.3	4	/
CCn1ncc(Br)c1C(=O)Nc1ncc(C)s1	3	-0.5	-27	-5	-5	12	0.9	-1	-0.1
COc1c(C)cc(C(=O)C2CCCN(C(=O)c3ccc4cc[nH]c4c3)C2)cc1C (stereo unspecified)	-22	-2.7	-5	-17	-7	7	-0.7	-16	-1.9
COc1ccc(C(=O)Nc2ccccc2C(=O)NC(Cc2c[nH]c3ccccc23)C(=O)O)cc1 (stereo unspecified)	-2	-0.9	-11	-14	-12	10	-0.2	-8	-0.1
COc1ccccc1CNC(=O)/C=C/c1ccc(Br)o1	-15	-0.4	-8	-6	-7	19	0.0	-3	-0.9
OCC1(CCCc2ccccc2)CCN(Cc2ccc(F)cc2)CC1	-24	2.0	9	-1	4	-11	-0.6	7	0.8
O=C(O)CN1C(=O)C2C3C=CC(C3)C2C1=O (stereo unspecified)	-2	1.1	-3	-4	5	8	0.2	-9	0.9
O=C(O)CCCCCCC1C(=O)NC(=O)N1CCC(O)C1CCCCC1 (stereo unspecified)	-12	0.6	-3	5	-8	18	0.5	-18	0.2
CCSC(C)CC1CC(=O)CC(=O)C1 (stereo unspecified)	-19	-1.0	-6	-15	-16	11	-0.4	4	0.8
CSc1ccccc1-c1nnc(NC(=O)Cc2ccccc2)o1	-17	0.3	-4	-4	-2	-8	0.4	5	0.4
OCC[C@H]1NCc2cc(CO)cc(-c3ccccc3)c21	/	/	-15	/	/	16	0.7	-17	/
Cc1cccc(NC(=O)c2cccc(S(=O)(=O)Nc3ccccc3C(=O)O)c2)c1	-10	-2.1	-9	-10	-23	15	0.5	-15	0.7
O=C(c1cccs1)N1CCN(c2nc3ccc([N+](=O)[O-])cc3s2)CC1	14	2.8	4	-6	/	-8	0.6	-2	2.2
Cc1ccccc1-n1nc(C(=O)c2cccs2)cc(-c2nc3ccccc3[nH]2)c1=N	-9	-0.2	1	-12	-1	8	2.9	28	1.6
C/C=C/COC(=O)c1[nH]c2c(c1C)C(=O)CC(c1ccc(N(C)C)cc1)C2 (stereo unspecified)	-18	0.8	-1	-14	1	15	1.8	5	0.7
N/C(=N\OC(=O)c1ccco1)c1cccnc1	-3	0.2	-4	-5	9	14	4.7	-2	1.3
Cc1c(C(=O)Nc2ccccn2)sc2nc3n(c(=O)c12)CCC3	-3	0.7	0	-3	-15	0	1.9	-7	0.8
CCOC(=O)c1c(NC(=O)Cn2nc([N+](=O)[O-])c(Br)c2C)sc2c1CCC(C)C2 (stereo unspecified)	-3	-0.1	17	-15	-2	-8	0.2	-8	0.2
CC(=O)N1c2ccc(S(=O)(=O)N3CCC(C(=O)N4CCCC(C)C4)CC3)cc2CC1C (stereo unspecified)	-13	3.9	-12	-5	5	15	9.7	-24	4.0

# In the list so far, three have a nitro group on carbon:
SMILES	CHO parental Ca	OXTR agonist	CHO-K1 Ca antag	OXTR potentiate	GPR7 antagonist	M1 PAM parental	CHO-K1 Ca ag	TAAR1 antagonist	V1aR counter
CC(C)(C)C(=O)NC(NC(=O)C(C)(C)C)c1ccc([N+](=O)[O-])cc1	-4	0.0	-11	-7	-5	22	-0.2	-8	0.3
O=C(c1cccs1)N1CCN(c2nc3ccc([N+](=O)[O-])cc3s2)CC1	14	2.8	4	-6	/	-8	0.6	-2	2.2
CCOC(=O)c1c(NC(=O)Cn2nc([N+](=O)[O-])c(Br)c2C)sc2c1CCC(C)C2 (stereo unspecified)	-3	-0.1	17	-15	-2	-8	0.2	-8	0.2

# Next records
SMILES	CHO parental Ca	OXTR agonist	CHO-K1 Ca antag	OXTR potentiate	GPR7 antagonist	M1 PAM parental	CHO-K1 Ca ag	TAAR1 antagonist	V1aR counter
COCCN(C(=O)/C=C/c1cccc([N+](=O)[O-])c1)c1c(N)n(Cc2ccccc2)c(=O)[nH]c1=O	-11	0.1	15	6	-13	10	-0.5	-17	-0.6
O=C(COC(=O)c1cc(S(=O)(=O)N2CCCC2)ccc1O)NCc1ccccc1	/	/	-2	/	/	-5	1.1	-2	/
Cc1cc(CSC(=N)N)c(CSC(=N)N)cc1C	-11	-0.6	-2	-11	-4	7	3.4	-12	0.9
CC1CCCN(C(=O)C23CCC(C)(C(=O)C2)C3(C)C)C1 (stereo unspecified)	-9	-0.2	14	4	-6	-2	-0.4	-36	0.1
COC(=O)C(c1ccccc1)C1(O)CC(C)N(C)CC1C (stereo unspecified)	-3	1.2	-6	-3	-2	17	0.4	-35	0.2
C[C@@H]1CN([C@H](C)CO)C(=O)c2cc(C3=CCCCC3)cnc2O[C@@H]1CN(C)Cc1ccccc1C(=O)O	/	/	-4	/	/	17	-0.4	-10	/
COc1ccc(NC(=O)CCN2CCOCC2)c(OC)c1	-17	0.0	-12	-2	-8	-1	0.2	-28	-0.4
O=S(=O)(c1ccc(F)cc1)n1ccc2cccnc21	-11	-1.8	-6	-2	-7	23	0.4	2	-1.5
CCOC(=O)C1=C(C)NC(=O)NC1c1ccoc1 (stereo unspecified)	-21	0.0	-12	-3	-3	22	0.3	-3	-0.1
Cc1cc(=O)[nH]c(SCC2(O)C3CC4CC(C3)CC2C4)n1 (stereo unspecified)	-14	0.2	-10	0	-12	1	-0.3	-9	0.4
Cc1ccc(C)c(NC(=O)c2cc(C)nc3ccccc23)c1	67*	0.2	-4	-2	-3	5	1.2	3	0.1
CCCCCOC(=O)C1[C@H]2C(=O)N(CCCOC)C[C@]23C=C[C@H]1O3 (stereo partly specified)	-14	-0.3	/	-2	-8	/	/	/	0.3
CCOC(=O)CSc1nc2ccccc2c(=O)n1CC1COc2ccccc2O1 (stereo unspecified)	-7	-0.5	-6	5	-4	23	0.6	4	-0.8
Cn1c(Cc2csc(N)n2)nnc1SC/C=C/c1ccccc1	-22	0.5	-7	-19	-2	23	0.7	-9	0.4
CC1CCN(c2nc(-c3ccncc3)nc3ccccc23)CC1	-38	-1.2	-7	-3	-11	8	-0.3	-5	-1.6
Cn1c(=O)n(CCc2ccccc2)c(=O)c2c1nc1n2CCCN1CCc1ccccc1	-32	-0.9	10	-5	-1	13	2.1	14	0.1
Cc1ccc(-c2noc(CCCC(=O)Nc3cccnc3)n2)cc1	8	11	-6	-24	-6	8	4.6	7	8.1
CC(/C=C1\SC(=S)N(NC(=O)c2ccc(C)cc2)C1=O)=C\c1ccccc1	-5	-0.9	-11	-6	-7	14	-0.1	/	-0.4
COc1cccc2cc(C(=O)OC3CCN(C)CC3)c(=O)oc12	-14	0.5	2	-6	-4	-7	-0.3	22	-0.4
COCCC1CCCCN1C(=O)c1cc(COc2ccc(C)nc2)on1 (stereo unspecified)	8	4.8	-13	-16	-7	8	7.7	0	10
COc1cccc(CC(=O)OCC(=O)c2cc(OC)c(OC)c(OC)c2)c1	-30	-0.1	-4	-1	/	16	0.6	-2	0.0
c1ccc2nc(N3CCCC3)c(N3CCCCC3)nc2c1	/	/	-9	/	/	9	0.6	-29	/
COc1cccc(/C=C2\Oc3cc(OCC(=O)N4Cc5ccccc5C[C@H]4C(=O)O)ccc3C2=O)c1	-1	0.4	-2	0	-6	1	-0.3	/	0.6
Cc1nc([N+](=O)[O-])cn1-c1ccc(N)cc1	-9	0.6	-9	-7	-10	26	0.1	-7	1.6
CC1CSc2ccccc2NC1=S (stereo unspecified)	-5	-0.1	-3	5	-10	14	0.1	-7	-0.6
O=C(CSc1nnc(-c2cccc(F)c2)o1)N1CCOCC1	-2	-0.6	15	-4	-10	-20	6.8	-14	1.2
COCCN1C[C@@H](CO)O[C@@H](n2cnc3c(NC4CCC4)ncnc32)C1	/	/	8	/	/	0	0.0	-16	/
O=C(COC(=O)c1cccnc1Nc1ccccc1F)NCCN1C(=O)CSC1=O	-14	0.4	-19	-3	4	17	1.9	-6	0.3
Cc1ccc(C(=O)/C=C\C(=O)c2ccc(C)cc2)cc1	-4	-0.1	-2	-6	12	3	0.5	9	0.0
CC(=O)NC(c1ccc(F)c(F)c1)c1nc(-c2cccs2)cs1 (stereo unspecified)	/	/	-11	/	/	9	1.1	-22	/
N#C/C(=C\c1cccs1)C(=O)NCc1ccccc1	-17	-2.3	-1	1	7	7	0.3	-5	0.5
Cc1ccc2[nH]c(=O)c(Cc3ccccc3)c(O)c2c1	-13	0.4	-4	-10	2	23	1.5	1	1.0
O=C(/C=C/c1ccccc1)Nc1ncn[nH]1	-5	-0.7	-2	-8	9	17	0.5	/	-0.5
Cc1ccc(NC(=O)C2CCN(c3ncnc4c3nc3n4CCCCC3)CC2)nc1	-12	3.0	-18	-12	-15	-10	7.5	-24	6.9
Cc1cccc(NC(=O)c2ccc(Cl)c(S(=O)(=O)N3CCCCC3)c2)n1	-36	-1.2	-9	-5	/	14	5.6	19	0.0
O=C(Cc1ccccc1F)OCN1C(=O)c2ccccc2C1=O	-17	-0.3	2	-9	-19	-20	0.2	-14	0.5
Cn1c(SCC(=O)NCC2CCCO2)nnc1-c1ccc(Cl)cc1 (stereo unspecified)	-2	-0.2	-15	-1	/	7	-0.1	-6	0.1
COc1nc(NC23CC4CC(CC(C4)C2)C3)nc(OC)n1	-14	-2.0	-4	-9	-3	7	-0.7	4	-1.4
COC(=O)Cc1n[nH]c(=S)[nH]c1=O	0	1.3	-22	-5	0	5	1.2	2	0.6
COc1cccc(CNC(=O)c2nnn(CC(=O)Nc3ccc(C)c(C)c3)c2N)c1	-8	2.3	-1	-4	/	-2	0.7	0	0.4
